LmPK inh: LmPK (Leishmania mexicana) enzyme inhibition. Q27686. purified LmPK, Kinase-Glo ATP luminescence, 1 h. Potency, µM (titrated, usually from 57.5 µM), for the others: at the top dose activity change, negative = inhibition, actives largely listed as inhibitors. 0.37% of 290,000 active. AID 1721; note: potency is the fitted concentration of half-maximal effect
Target sequence (Q27686 whole entry, looked up): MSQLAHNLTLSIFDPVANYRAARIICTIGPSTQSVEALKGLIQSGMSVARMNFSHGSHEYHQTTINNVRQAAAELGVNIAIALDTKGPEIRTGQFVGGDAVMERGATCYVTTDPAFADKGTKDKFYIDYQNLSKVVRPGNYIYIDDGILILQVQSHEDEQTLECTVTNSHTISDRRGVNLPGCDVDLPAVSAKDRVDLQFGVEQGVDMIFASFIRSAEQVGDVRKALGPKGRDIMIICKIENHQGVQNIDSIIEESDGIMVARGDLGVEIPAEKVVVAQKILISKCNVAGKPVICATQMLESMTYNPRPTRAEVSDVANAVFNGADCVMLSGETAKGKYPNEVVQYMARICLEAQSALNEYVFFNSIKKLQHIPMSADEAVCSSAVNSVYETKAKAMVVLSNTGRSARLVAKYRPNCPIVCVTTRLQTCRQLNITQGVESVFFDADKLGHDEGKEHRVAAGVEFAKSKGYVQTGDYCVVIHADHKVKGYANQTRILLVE
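Purified LmPK (0.1 nM) with 0.5 mM PEP and 0.1 mM ADP in imidazole buffer pH 7.2 with MgCl2/KCl, 1 h at room temperature. ATP formed was read by luciferase luminescence and normalized to no-enzyme and uninhibited controls.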
HCMV antiviral: blocks human cytomegalovirus replication. 4.5% of 410,000 active. HFF cells, HCMV-luciferase reporter, 72 h; active compounds read low. activity change, negative = inhibition, % at 57.5 µM; in the data active = activity change below about -60%; inconclusive = no clear call, values can overlap the other calls; inactive = above about -39%
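Human foreskin fibroblasts infected with luciferase-reporter HCMV at MOI 1 PFU/cell, compounds at two doses. Luciferase measured 72 h post infection; normalized to buffer-only basal and Salinomycin (10uM) controls.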
AmpC inh no detg: AmpC beta-lactamase inhibition without detergent | P00811 | AmpC nitrocefin hydrolysis, absorbance 480 nm, 0.0001% Triton | Potency, µM (highest dose often 57.1 µM), for the others: top-dose activity change, negative = inhibition, hits mostly inhibitors | 0.52% of 330,000 active;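 note: potency is the fitted concentration of half-maximal effect; plate controls were no compound for no effect and no enzyme for full effect; nearly all actives have a fitted effect of over 20% in size; some results filed as inactive show a strong effect at the top dose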
Target sequence (P00811 whole entry, looked up): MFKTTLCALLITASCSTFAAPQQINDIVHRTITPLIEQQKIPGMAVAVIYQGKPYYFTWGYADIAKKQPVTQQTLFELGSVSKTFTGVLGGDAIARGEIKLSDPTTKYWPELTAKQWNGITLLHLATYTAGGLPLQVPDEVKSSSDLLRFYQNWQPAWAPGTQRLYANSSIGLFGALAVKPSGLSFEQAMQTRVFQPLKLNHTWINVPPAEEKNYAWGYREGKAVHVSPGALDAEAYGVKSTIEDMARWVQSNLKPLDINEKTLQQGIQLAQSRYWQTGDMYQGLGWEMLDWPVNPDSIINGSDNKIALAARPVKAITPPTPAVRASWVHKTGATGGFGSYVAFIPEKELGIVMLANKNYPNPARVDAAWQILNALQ
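AmpC (5.3 nM in the dispensed reagent) in 20 mM phosphate pH 7.0 with 0.01% (detergent screen) or 0.0001% Triton X-100 was preincubated with compounds for 15 min at room temperature. Nitrocefin was then added from an 800 uM solution, and hydrolysis was followed at 480 nm.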
Sm TGR block: S. mansoni TGR enzyme inhibition; Potency, µM (highest dose often 114 µM), inactives show top-dose activity change, negative = inhibition, most hits filed as inhibitors; purified TGR, DTNB reduction, TNB absorbance 405 nm; AID 485364; 3% of 360,000 active; note: potency is the fitted concentration of half-maximal effect; nearly all actives have a fitted effect of over 60% in size
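Kinetic colorimetric format: TGR-catalysed, NADPH-driven DTNB reduction monitored via TNB absorbance. Enzyme dispensed at 20 nM; compound exposure 15 min at room temperature before reaction start.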
TbPYK inhibitor: T. brucei pyruvate kinase inhibition | Potency, µM (series often up to 76.8 µM), for the others: at the top dose activity, negative = inhibition, usual class: inhibitors | 0.12% of 410,000 active | AID 624173 | TbPYK enzyme, Kinase-Glo Plus ATP luminescence, 45 min | Q57TT1; note: potency is the fitted concentration of half-maximal effect; nearly all actives have a fitted effect of over 50% in size
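Assay buffer: 50 mM TEA pH 7.2, 100 mM KCl, 10 mM MgCl2, 0.05% BSA, 0.01% Tween-20. Pyruvate kinase from T. brucei plus substrate met compound, then ADP (130 uM final). Luminescence was read post 45 min RT.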
AMA1 RON2 block: AMA1-RON2 (P. falciparum) interaction inhibition; AlphaScreen AMA1-biotinylated RON2 peptide binding; Potency, µM (top dose mostly 58.2 µM), without a hit: at the highest dose activity change, negative = inhibition, usual class: inhibitors; 0.2% of 360,000 active;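 note: potency is the fitted concentration of half-maximal effect; 0% = vehicle wells and -100% = peptide control; nearly all actives have a fitted effect of over 45% in size; some results filed as inactive show a strong effect at the top dose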
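AMA1 (3D7) with his tag at 25 nM final met compounds first, then biotinylated RON2 peptide at 25 nM; detection used donor plus acceptor beads, 10 µg/mL apiece, read by AlphaScreen after 30 min at room temperature.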
AmpC detergent: inhibitors of E. coli AmpC beta-lactamase with detergent | P00811 | AmpC hydrolysis of nitrocefin, absorbance 480 nm, 0.01% Triton | Potency, µM (top dose mostly 114 µM), for the others: at the highest dose activity change, negative = inhibition, most hits filed as inhibitors | 0.041% of 370,000 active | AID 485294;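 note: potency is the fitted concentration of half-maximal effect; 0% = no-compound wells and -100% = no-enzyme wells; nearly all actives have a fitted effect of over 25% in size; some results filed as inactive show a strong effect at the top dose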
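20 mM phosphate pH 7.0 + 0.01% (detergent screen) or 0.0001% Triton X-100; 5.3 nM AmpC reagent; cpd preinc 15 min RT; nitrocefin (800 uM stock) to start; A480 q20 s × 4 min; Activity was normalised to no-enzyme and no-compound control wells.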
An asterisk follows results filed as active; ? = inconclusive; . = not tested or not shown; & = joins results of further samples; [ ] = dose if it differs, or a comment. Unless noted, calls come from the whole dose curve; as a rule, active = well fitted curve in the direction sought with a large enough effect; inconclusive = small, poorly fitted or top-dose-only effect, or another doubt; inactive = no such curve, though single readings can be large; an effect the other way counts as inactive or inconclusive. Unless noted, % is set by controls: 0 for no effect and ±100 for the full control effect.

SMILES | LmPK inh | HCMV antiviral | AmpC inh no detg | Sm TGR block | TbPYK inhibitor | AMA1 RON2 block | AmpC detergent
O=C(Nc1ccnn1C1CCN(C2CCCCC2)CC1)c1cccc(F)c1 | -7% | -16 | 10% | -6% | 5% | 20% | ?
Cc1cccc(N2C(=O)CCSC23C(=O)N(Cc2ccc(F)cc2)c2ccccc23)c1 (stereo not given) | . | 0 | . | 0% | -10%[15.4 µM] | . | 4%
CCN1CCCC(OC(=O)c2cc(-c3ccccc3Cl)nc3ccccc23)C1 (stereo not given) | 2% | -34 | 82%[activator] | 0% | 5% | -30% | -4%
C/C(=N/NC(=O)c1cccs1)c1cccc(N)c1 | -2% | 70 | -29% | 0% | -11% | 23% | -4%
O=C(Nc1nccs1)c1cc2sccc2n1Cc1ccc(Cl)cc1 | 8% | 8 | -18% | -14% | -13% | -2% | ?
Cc1ccc(Sc2ncccc2COC(=O)Nc2ccccc2)cc1 | -2% | 14 | -22% | 20% | 3% | 14% | ?
CC(NC(=O)CN(c1cccc(C(F)(F)F)c1)S(C)(=O)=O)c1ccccc1 (stereo not given) | -1% | -12 | 20% | -4% | -1% | 3% | -11%
CN1CC[C@@]2(C)c3cc(O)ccc3N(C)[C@@H]12 | . | -32&21 | . | . | -21%&-19% | -14%&-23% | .
Cc1cccc(C(=O)NC2CCCc3ccccc32)c1 (stereo not given) | 0% | -8 | -7% | 11% | . | . | 2%
CCn1cc(CN2CCN(CCC(C)C)C(CCO)C2)c2ccccc21 (stereo not given) | 2% | -15 | 11% | -16% | 0% | -3% | -11%
CCn1nnc(NC(=O)c2cccnc2Cl)n1 | -7% | -2 | -8% | 0% | -7% | -10% | -13%
COc1ccc(NC(=O)CSCC(=O)Nc2cc(Cl)ccc2N2CCOCC2)cc1 | . | -23 | 41% | -5% | 2% | -15% | -4%

Part of the list above, tab-delimited:
SMILES	LmPK inh	HCMV antiviral	AmpC inh no detg	Sm TGR block	TbPYK inhibitor	AMA1 RON2 block	AmpC detergent
Cc1cccc(N2C(=O)CCSC23C(=O)N(Cc2ccc(F)cc2)c2ccccc23)c1 (stereo not given)	.	0	.	0%	-10%[15.4 µM]	.	4%
CCN1CCCC(OC(=O)c2cc(-c3ccccc3Cl)nc3ccccc23)C1 (stereo not given)	2%	-34	82%[activator]	0%	5%	-30%	-4%
C/C(=N/NC(=O)c1cccs1)c1cccc(N)c1	-2%	70	-29%	0%	-11%	23%	-4%
O=C(Nc1nccs1)c1cc2sccc2n1Cc1ccc(Cl)cc1	8%	8	-18%	-14%	-13%	-2%	?
Cc1ccc(Sc2ncccc2COC(=O)Nc2ccccc2)cc1	-2%	14	-22%	20%	3%	14%	?
CC(NC(=O)CN(c1cccc(C(F)(F)F)c1)S(C)(=O)=O)c1ccccc1 (stereo not given)	-1%	-12	20%	-4%	-1%	3%	-11%
CN1CC[C@@]2(C)c3cc(O)ccc3N(C)[C@@H]12	.	-32&21	.	.	-21%&-19%	-14%&-23%	.
Cc1cccc(C(=O)NC2CCCc3ccccc32)c1 (stereo not given)	0%	-8	-7%	11%	.	.	2%
CCn1cc(CN2CCN(CCC(C)C)C(CCO)C2)c2ccccc21 (stereo not given)	2%	-15	11%	-16%	0%	-3%	-11%
CCn1nnc(NC(=O)c2cccnc2Cl)n1	-7%	-2	-8%	0%	-7%	-10%	-13%
COc1ccc(NC(=O)CSCC(=O)Nc2cc(Cl)ccc2N2CCOCC2)cc1	.	-23	41%	-5%	2%	-15%	-4%

Later entries:
SMILES | LmPK inh | HCMV antiviral | AmpC inh no detg | Sm TGR block | TbPYK inhibitor | AMA1 RON2 block | AmpC detergent
Cc1ccc(S(=O)(=O)NCC(=O)OCC(=O)Nc2ncc(Cl)cc2Cl)cc1 | 3% | 7 | -36% | -29% | -5% | 0% | -6%
CCN(CC)CCN1CCN(c2cncc(-c3ccc4ccccc4c3)n2)CC1 | . | -21 | . | . | 2% | -15% | .
Cc1cc(S(=O)(=O)N2CCCCC2CCNC(=O)C(=O)NCC2CCCO2)ccc1F (stereo not given) | . | -5 | 108%[activator] | -4% | -3% | 0% | 0%
CC(C)(CC(=O)O)CC(=O)N1CCCN(c2nc3ccc(Cl)cc3s2)CC1 | 2% | 45 | -1% | -4% | -3% | -8% | -5%
CSc1ccc(CNC(=O)Cn2c(-c3cccs3)cc3cc(F)ccc32)cc1 | . | -33 | . | -10% | -10% | . | 5%
O=C(c1ccco1)N1CCN(c2ccc(S(=O)(=O)N3CCCC3)cc2)CC1 | 1% | -13 | -9% | -29% | -3% | 2% | ?
COc1cc(/C=N/N=C/c2cc(OC)c(O)c(OC)c2)cc(OC)c1O | 0% | -16 | -23% | ? | -11% | -12% | -9%
Cc1cc(C)n(CC(O)CN2c3ccccc3Sc3ccccc32)n1 (stereo not given) | 2% | 23 | 90%[activator] | 6% | 0% | -10% | -5%
COc1cc(/C=C/C(=O)Nc2cccc(S(=O)(=O)NC3=NCCCCC3)c2)ccc1OCC#N | . | -31 | -26% | -8% | -1% | -8% | -12%
COC(=O)c1nnn(CC(=O)NC(=O)Nc2cccc(C)c2C)c1C(=O)OC | 1% | 13&-28 | -25% | 10%&-5% | 2%&-12% | 46%[activator] | 6%&-14%
Cn1cc(/C=C/c2cc[n+](C)cc2)c2cc(F)ccc21 | 7% | . | -3% | 5% | -22% | 6% | 8%
Cc1ccccc1CNC(=O)c1ccc2nc(SCc3ccc(F)cc3)n(C)c2c1 | . | -24 | . | -4% | 1% | . | 21%
c1ccc2c(c1)CC1(CCCC1)n1nnnc1-2 | 1% | -33 | -15% | -1% | 1% | -10% | ?
COc1ccc(/C=C/C(=O)C(C)(C)C)cc1OC | 2% | ? | -11% | 43%[activator] | 6% | -4% | 0%
CC(=O)c1cccc(NC(=O)c2oc3c(c2C)-c2nn(Cc4ccc(Cl)cc4)cc2CC3)c1 | . | -7 | . | 0% | -3% | . | -8%
COC(=O)C1=C(C)N(Cc2ccccc2)C(=NCc2ccc3c(c2)OCO3)N[C@H]1c1ccccc1 | 1% | -4 | 2%&-11% | -16% | -5% | -7% | -15%
C[C@@H]1O[C@@H](O[C@@H]2[C@@H](O)[C@H](OCCc3ccc(O)c(O)c3)O[C@H](CO)[C@H]2OC(=O)/C=C/c2ccc(O)c(O)c2)[C@H](O)[C@H](O)[C@H]1O | . | -5 | -20% | . | ? | ? | .
COc1ccc([N+](=O)[O-])cc1COc1ccc2c(-c3ccccc3)cc(=O)oc2c1 | 5% | 48 | -21% | 7% | -2% | -29% | -2%
COc1ccccc1-c1noc(-c2ccncc2)n1 | ? | 75 | -17% | -5% | -4% | -4% | -12%
CC1Cc2ccccc2N1S(=O)(=O)c1cccc(C(=O)N2Cc3ccccc3CC2C(N)=O)c1 (stereo not given) | . | -2 | 88%[activator] | -13% | 0% | 7% | -18%
CC(C)Oc1ccc(F)cc1-c1cc(C(=O)Nc2ccccc2)[nH]n1 | . | -13 | . | . | 6% | -8% | .
Cc1c(NC(=O)C(C)OC(=O)c2cccs2)c(=O)n(-c2ccccc2)n1C (stereo not given) | 4% | 13 | -9% | -7% | -10% | -2% | -5%
CCCn1c(SCC(=O)NCc2ccco2)nc2c1c(=O)n(C)c(=O)n2C | 4% | 16 | -8% | -9% | -12% | -16% | 0%
CCOc1ccc2cc(C#N)c(SCC(=O)N3CCOCC3)nc2c1 | 2% | 35 | 48% | 2% | -1% | -4% | 7%
Clc1cccc(N2Cc3cc(-c4ccccc4)ccc3-n3nncc3C2)c1 | . | -108* | . | . | -7% | -21% | .
O=C(Nc1ccc2c(c1)OCO2)C1CC(=O)N(c2ccc(F)cc2)C1 (stereo not given) | 0% | 97 | -12% | -1% | -22% | 0% | -2%
COCCn1c(SCC(=O)N2CCCC2)nnc1-c1ccco1 | -2% | -3 | -18% | -5% | 4% | 2% | -14%
CCOc1ccc(Br)cc1S(=O)(=O)Nc1ccc(C(=O)Nc2ccccc2OC)cc1 | 3% | 21 | -11% | 4% | 7% | -15% | 0%
CCOC(=O)c1c(C)oc2nc(C)nc(NCCCN3CCN(c4cc(Cl)ccc4C)CC3)c12 | . | 4 | . | 3% | -2% | . | 23%
O=C(C1CCCN(Cc2ccc(F)cc2)C1)N1CCCCC1 (stereo not given) | -11% | -15 | 0% | 6% | -3% | -9% | -9%
c1nc(NC2CCCC2)c2[nH]cnc2n1 | -3% | 36 | -19% | -3% | 0% | -1% | ?
Cn1nnnc1SCC(=O)Nc1ccccc1C(=O)NCc1ccccc1 | -3% | -1 | -13% | 13% | 1% | 18% | -13%
O=C(NC1CCCC1)C1CC(=O)N(c2ccccc2)C1 (stereo not given) | -2% | -20 | -9% | -1% | 2% | -7% | -7%
Cc1sc(NC(=O)C2CCCC2)c(C#N)c1C | 2% | -13 | -41% | -9% | -24% | -9% | -6%
CC(=O)NCCNc1nc2cc(-c3ccccc3C)sc2c(=O)n1C | . | 1 | . | . | 1% | -6% | .
CCN(CC)C(=O)[C@H]1CC(CC(=O)NCCC2=CCCCC2)C(=O)N2CCc3c([nH]c4ccccc34)[C@]12C (stereo not given in full) | . | -8 | 213%[activator] | . | -1% | 0% | .
Cn1nnnc1NCc1cccc(Cl)c1Cl | 1% | -26 | -15% | 4% | 7% | 4% | -8%
Cc1cc(O)cc(O)c1C(=O)Cc1ccccc1 | -1% | -71* | -26% | -7% | -8% | -8% | -14%
COc1ccc(Cn2cc([N+](=O)[O-])nc2C)cc1[N+](=O)[O-] | -2% | -18 | -10% | 5% | -16% | -17% | 1%
CNS(=O)(=O)c1ccc(NC(=O)Nc2ccc3c(c2)OCO3)cc1 | 3% | 62 | -44% | -1% | -7% | 9% | ?
Oc1ccccc1-[n+]1c(-c2ccccc2)cc(-c2ccccc2)c(O)c1-c1ccccc1 | . | 4 | -6% | ? | -11% | -18% | ?
Cc1ccccc1OCCCn1c(=O)sc2ccccc21 | 0% | 20 | -37% | 14% | -1% | 63%[activator] | ?
COc1ccccc1N1CCN(S(=O)(=O)CCNC(=O)CC2CCCCC2)CC1 | . | -34 | ? | 6% | -7% | 1% | -16%

Screening results: PubChem BioAssay, National Center for Advancing Translational Sciences (NCATS)
